High-throughput results as filed in PubChem BioAssay.
Rat MKP-3 inhibitors – MKP-3 phosphatase inhibitors, primary screen, biochemical, rat enzyme, in vitro (AID 425). recombinant MKP-3 phosphatase activity, fluorescence; higher % means a stronger effect. inhibition, % at 20 µM, or IC50 in µM where a hit was titrated. 110,000 tested, 0.17% active; in the data active means inhibition above about 50%;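 further: plate controls were vehicle for no effect and reference inhibitor for full effect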
Hsp70 displacement – small molecules displacing fluorescent ligand from Hsp70 – biochemical, fluorescence polarization, primary screen (AID 583) | one-dose displacement, % at 20 µM; IC50 in µM for titrated hits | Hsp70 fluorescence polarization probe displacement, mP; higher % means a stronger effect | 140,000 tested, 0.06% active; in the data active means displacement above about 50%;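 further: plate controls were vehicle for no effect and reference ligand for full effect; a part of the inactive calls stands beside numbers as strong as those of hits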
Starred values were filed as active, the others as inactive; x = no result given; & = joins results of further samples.

item	Rat MKP-3 inhibitors	Hsp70 displacement	SMILES
1	24%	15%	O=C1NC(=O)N(c2ccc(Cl)cc2)C(=O)/C1=C/c1ccc(I)o1
2	4%	3.4%	C=CCn1c(=O)c(C#N)cc2c(=O)n3ccccc3nc21
3	3%	-1.6%	O=C(c1ccc([N+](=O)[O-])cc1)N1CCN(CC2CC3C=CC2C3)CC1 (stereo not given)
4	0%	1.5%	Cn1c(SCC(=O)N/N=C/c2ccco2)nc2ccccc21
5	5%	-0.5%	CC(C)NC(=O)CCS(=O)(=O)c1ccc(Br)s1
6	3%	3.1%&1.7%	CCN(CC)CCN1C(=O)c2ccccc2NC1c1ccccc1F (stereo not given)
7	-9%	-1.8%	COc1nc(OC)nc(N2CCC(C(=O)Nc3cccc4c3CCCC4)CC2)n1
8	-1%	x	CCOC(=O)CN1C(=O)SC(CC(=O)Nc2nccs2)C1=O (stereo not given)
9	-12%	-4.4%	Cc1nn(-c2cc(Cl)ccc2N)c(=O)c2ccccc12
10	8%	-1.3%	COc1ccc(OC)c(NC(=S)NC(NC(=O)c2cccc(I)c2)C(Cl)(Cl)Cl)c1 (stereo not given)
11	-9%	-1.0%	CCn1c(SCCN2CCCCC2)nnc1-c1ccc(S(=O)(=O)N2CCOCC2)cc1
12	3%	1.1%	COC(=O)c1c(C)oc2cc3c(C(=O)OC)c(C)oc3cc12
13	2%	4.9%	COC(=O)c1cc(Br)c(=O)n(-c2ccc(OC)cc2)c1
14	4%	-0.9%	O=C1NN(c2ccccc2)C(=O)/C1=C/c1cccc(O)c1
15	x	6.5%	CCCNC(=O)C(=O)c1cccn1-c1ccsc1C(=O)OC
16	-1%	5.0%	COc1ccc(OC)c(C2C(C(=O)c3ccco3)=C(O)C(=O)N2CCCN2CCOCC2)c1 (stereo not given)
17	11%	1.5%	Cc1cc(-c2ccc(C=C3C(=O)NC(=S)NC3=O)o2)c([N+](=O)[O-])cc1C
18	-7%	5.2%	c1ccc(Cn2nnnc2C(c2ccccn2)N2CCOCC2)cc1 (stereo not given)
19	2%	18%	COC(=O)Nc1nc(C)c(C(=O)N(C)C)s1
20	0%	3.0%	COc1ccc(CCNC(=O)c2cc(Cl)ccc2[N+](=O)[O-])cc1OC
21	2%	0.2%	Cn1c(=O)c([N+](=O)[O-])c(-n2ccnc2)c2ccccc21
22	-4%	0.3%	Cc1ccc2nc(NCc3ccco3)c(C=NCc3ccco3)c(=O)n2c1
23	2%	3.5%	CCOC(=O)c1cccc(-n2c(C)nc3ccccc3c2=O)c1
24	5%	0.4%	CCCC(=O)N1c2ccc(-c3csc(N)n3)cc2CC1C (stereo not given)
25	3%	2.5%	O=C(CSc1nnc(-c2cccs2)n1Cc1ccco1)c1ccc2c(c1)OCO2
26	-8%	-2.1%	Cc1ccc(C2C(C(=O)c3cc4ccccc4o3)=C(O)C(=O)N2CCN(C)C)o1 (stereo not given)
27	x	2.5%	Cc1nc(N2CCOCC2)nc2c1CCCC2
28	-7%	-4.3%	COc1ccc(N2CCN(S(=O)(=O)c3cccc(C(F)(F)F)c3)CC2)cc1
29	3%	-3.5%	COc1ccc(CCNC(=O)CN(c2ccc(C)cc2)S(=O)(=O)c2ccc(F)cc2)cc1OC
30	-6%	-1.1%	O=C(CN1CCN(c2nc(-c3ccccc3)cs2)CC1)NCc1ccc2c(c1)OCO2
31	2%	0.1%	CCOC(=O)c1sc(=S)n(-c2cc(F)ccc2F)c1N
32	-2%	-0.5%	C=CCOc1ccc2c(C)c(CC)c(=O)oc2c1
33	-3%	-2.0%	O=C(Cn1c(SCC(=O)NC2CCCC2)nnc1-c1ccncc1)Nc1ccc2c(c1)OCO2
34	-7%	2.7%	CCC(CC)C(=O)NCCc1cc2cc(C)c(C)cc2[nH]c1=O
35	1%	4.6%	CCOC(=O)c1ccccc1NC(=O)C1CC(=O)N(c2ccc(CC)cc2)C1 (stereo not given)
36	-12%	-1.0%	Cc1cc(-c2ccccc2)nc(N2CCN(c3ccccn3)CC2)n1
37	0%	-2.6%	Cc1ccc(Cl)cc1NC(=O)CN(c1ccccc1)S(=O)(=O)c1ccccc1[N+](=O)[O-]
38	-9%	-4.0%	COc1ccccc1C(=O)Nc1cc(-c2nn3c(C)nnc3s2)ccc1C
39	-4%	-0.4%	CN1/C(=C\C(=O)C(F)F)C(C)(C)c2ccccc21
40	-5%	2.8%	CCOC(=O)c1sc2nc3c(cc2c1N)COC(C)(C)C3
41	-1%	-1.5%	O=C(NCCSc1ccccn1)c1cccc(Cl)c1
42	3%	-0.4%	COc1ccc(NC(=O)COc2c(C)cc(C)cc2C)c(OC)c1
43	7%	-1.3%	Cc1ccc(CNC(=O)C2c3ccccc3C(=O)N3CCc4ccccc4C23)o1 (stereo not given)
44	3%	-4.7%	CCOC(=O)C1=C(C)N=c2s/c(=C\c3ccc(Br)o3)c(=O)n2C1c1cccc(OC)c1 (stereo not given)
45	-11%	-2.6%	O=C(COc1ncnc2ccc(Br)cc12)Nc1ccc(N2CCOCC2)cc1
46	-3%	-0.8%	CCN(C(=O)c1ccccc1)c1ccccc1
47	0%	-4.8%	COc1ccc(S(=O)(=O)N2CCN(c3ccc(C)cc3C)CC2)cc1OC
48	5%	68%	CN(C)c1ccc(N=Cc2nc(-c3ccccc3)oc2O)cc1
49	-3%	-2.9%	COc1ccc(N(CC(=O)NCC2CCCO2)S(=O)(=O)c2ccc(OC)c(OC)c2)cc1 (stereo not given)
50	3%	-4.2%&-2.4%	NNC(=O)CN1C(=O)Nc2ccc(Br)cc2C1c1ccccc1 (stereo not given)
51	-1%	-4.7%	CCOc1ccccc1NC(=O)C(=O)NCCO
52	1%	-4.1%	O=C(NCCOC(=O)c1ccc(F)cc1)c1ccncc1
53	x	0.5%	CC1CC2(CCCCC2)Nc2c1ccc1ccccc21 (stereo not given)
54	x	4.0%	Nc1nonc1C(=Nc1ccc(Br)cc1)NO
55	3%	-2.6%	CCOC(=O)C(Cc1ccccc1)NC(=O)CCc1c(C)nc2ncnn2c1C (stereo not given)
56	1%	1.2%	CCCn1c2ccccc2c2cc(C(C)=O)ccc21
57	-11%	3.0%	COCCCN1C(=O)C(O)=C(C(=O)c2ccco2)C1c1ccccc1 (stereo not given)
58	-6%	3.1%	N#Cc1ccccc1CSc1nc(O)cc(=O)[nH]1
59	2%	6.6%	O=C(NC1CCCc2ccccc21)c1ccc(CNc2c(N3CCOCC3)c(=O)c2=O)cc1 (stereo not given)
60	-7%	0.2%	CC(=O)Nn1cc2c(=O)n(C)c(=O)n(C)c2c1

7 compounds from above, arranged by number of heavy atoms, smallest number first.
item	Rat MKP-3 inhibitors	Hsp70 displacement	SMILES
46	-3%	-0.8%	CCN(C(=O)c1ccccc1)c1ccccc1
39	-4%	-0.4%	CN1/C(=C\C(=O)C(F)F)C(C)(C)c2ccccc21
31	2%	0.1%	CCOC(=O)c1sc(=S)n(-c2cc(F)ccc2F)c1N
40	-5%	2.8%	CCOC(=O)c1sc2nc3c(cc2c1N)COC(C)(C)C3
42	3%	-0.4%	COc1ccc(NC(=O)COc2c(C)cc(C)cc2C)c(OC)c1
47	0%	-4.8%	COc1ccc(S(=O)(=O)N2CCN(c3ccc(C)cc3C)CC2)cc1OC
43	7%	-1.3%	Cc1ccc(CNC(=O)C2c3ccccc3C(=O)N3CCc4ccccc4C23)o1 (stereo not given)

Returning to the listing, repeating the 3 entries before the break.
item	Rat MKP-3 inhibitors	Hsp70 displacement	SMILES
58	-6%	3.1%	N#Cc1ccccc1CSc1nc(O)cc(=O)[nH]1
59	2%	6.6%	O=C(NC1CCCc2ccccc21)c1ccc(CNc2c(N3CCOCC3)c(=O)c2=O)cc1 (stereo not given)
60	-7%	0.2%	CC(=O)Nn1cc2c(=O)n(C)c(=O)n(C)c2c1
61	2%	-1.0%	Cc1cc(=O)[nH]c(Sc2nnc(-c3ccccc3)c3ccccc23)n1
62	-16%	5.9%	COC(=O)c1ccccc1NC(=O)N1CCCC1
63	-5%	3.0%	c1ccc(-n2ncc3c(NCc4cccs4)ncnc32)cc1
64	-1%	5.6%	Cc1ccc(CCCCCCCCCCCC(=O)N2CCOCC2)cc1
65	0%	-3.3%	CCOC(=O)C1=C(C)N=c2s/c(=C\c3ccc4c(c3)OCO4)c(=O)n2C1/C=C/c1ccccc1 (stereo not given)
66	-1%	-5.5%	O=C1NC(c2ccccc2OCc2ccccc2)Nc2sc3c(c21)CCCC3 (stereo not given)
67	1%	-1.1%	CCCCOC(=O)c1nc2nc(C)cc(C)n2n1
68	-7%&0%	-3.8%&-1.3%	CSc1nc(-c2ccccc2)nc(N2CCCC2)c1C(C)=O
69	0%	2.5%	N#Cc1ccc(CSc2nnc(-c3cnccn3)o2)cc1
70	-5%	2.7%	COc1ccc(-c2[nH]ncc2-c2ccc(Cl)cc2)c(O)c1
71	0%	2.5%	O=C(NCCCN1CCOCC1)/C(=C/c1ccc(-c2cccc([N+](=O)[O-])c2)o1)NC(=O)c1ccccc1
72	-11%	0.1%	N#Cc1c(N)[nH]c(=S)c(C#N)c1-c1ccccc1
73	-3%	1.4%	COc1ccccc1-c1c(C)oc2cc(OC(=O)c3ccco3)ccc2c1=O
74	2%	1.6%	O=C(C1CC1)N1CCc2cc(S(=O)(=O)N3CCCc4ccccc43)ccc21
75	-8%	0.2%	O[C@@H]1C2CCCC1[C@]1(O)CCCCC1C2 (stereo not given in full)
76	-2%	-7.2%	COc1ccc(N(CC(=O)N2CCCC2)S(=O)(=O)c2ccccc2)cc1Cl
77	x	1.0%	Cn1nc(-c2ccc(OCC(=O)Nc3ccccc3)cc2)c2ccccc2c1=O
78	x	0.7%	Cc1cc(NC(=O)CN2C(=O)NC(C)(c3ccc(OC(F)F)cc3)C2=O)no1 (stereo not given)
79	-2%	0.2%	Cc1nc2c(c(=O)n1CC1CCCO1)c1nc3ccccc3nc1n2CC(C)C (stereo not given)
80	x	0.5%	CCOc1ccc(S(=O)(=O)NCc2ccc(C)cc2)c2cccnc12
81	-6%	0.9%	O=C(COc1ccc(N2CC(C(=O)O)CC2=O)cc1)Nc1cccc(C(F)(F)F)c1 (stereo not given)
82	18%	8.1%	CN(C)c1ccc(/C=C2/C(=O)NN(c3ccc(F)c(Cl)c3)C2=O)cc1Br
83	1%	1.5%	Cc1oc2cc(O)cc(C)c2c(=O)c1-c1cnn(-c2ccccc2)c1
84	-8%	-0.5%	Cc1cccc(NC(=O)c2c(O)c3cccc4c3n(c2=O)CCC4)n1
85	4%	7.9%	Cc1sc2ncnc(SCC(=O)N3CCN(C(=O)c4ccco4)CC3)c2c1C
86	-2%	3.8%	COc1ccc(-n2c(SCC(=O)N3CCCCC3C)nnc2-c2cccnc2)cc1 (stereo not given)
87	2%	1.4%	COC(=O)CN1C(CN2CCOCC2)=Nc2ccc(Br)cc2C1c1ccccc1 (stereo not given)
88	x	-3.2%	CCCN1C2CCCC1CC(NC(=O)Nc1ccc(C(C)C)cc1)C2 (stereo not given)
89	11%	-3.1%	CCn1c(SCC(=O)Nc2ccc3c(c2)c2ccccc2n3CC)nnc1-c1ccco1
90	3%	-2.3%	COc1ccc(N2CCN(C(=O)c3cccc(N4C(=O)C5CC=CC(C)C5C4=O)c3)CC2)cc1 (stereo not given)
91	1%	-0.9%	Cc1ccc(CS(=O)(=O)Cc2ccc(C(=O)NCCCN3CCOCC3)o2)cc1
92	x	-2.9%	CNC(=O)c1[nH]cnc1C(=O)Nc1ccc(C)cc1
93	2%	2.1%	Cc1ccc2c(c1)c1nc3ccccc3nc1n2CCN1CCOCC1
94	-9%	-1.4%	CCCCNC(=O)c1cn(-c2ccccc2)nc1-c1ccccc1
95	3%	0.1%	CC(C)(C)c1ccc(C(=O)Nc2ccc(OC(F)(F)F)cc2)cc1
96	-12%&-2%	15%&3.0%	COC(=O)c1c(-c2cccc(C)c2)csc1N
97	x	0.4%	CC(=O)Nc1cccc(-c2nnc(SCC(=O)n3c4c(c5ccccc53)CCCC4)n2C)c1
98	-11%	4.3%	CCOC(=O)N1CCN(c2cc(=O)n(-c3ccccc3Cl)c(=O)[nH]2)CC1
99	-1%	7.2%	COc1cc(S(=O)(=O)N2CCOCC2)ccc1NC(=O)COC(=O)c1ccccn1
100	2%	7.3%	CC(C)c1nnc(NC(=O)COC(=O)/C=C/c2ccc([N+](=O)[O-])cc2)s1
101	x	-2.8%	CCOCCCN1C(=O)C(O)=C(C(C)=O)C1c1cccs1 (stereo not given)
102	x	-3.2%	Cc1ccc(-c2nnn(CC(=O)N(Cc3cccs3)C(C(=O)NC3CCCCC3)c3ccco3)n2)o1 (stereo not given)
103	-15%&-2%	1.2%&-2.1%	O=C(Nc1ccc2c(c1)OCO2)c1cnn2c1NC(c1ccco1)CC2C(F)(F)F (stereo not given)
104	3%	3.6%	N#Cc1ccccc1Cn1c(=O)n(CCCC(=O)NCc2ccc3c(c2)OCO3)c(=O)c2ccccc21
105	-7%	-2.7%	Cc1ccc2cccc(NC(=O)c3ccc(Br)o3)c2n1
106	-1%	-1.0%	CCOc1ccc(Cl)cc1/C=C1/SC(=S)N(c2ccccc2)C1=O
107	x	3.8%	COc1ccc(Nc2nc(C(C)(C)C)nc3c2nnn3Cc2ccccc2Cl)cc1OC
108	2%	6.8%	O=[N+]([O-])c1ccc(Cl)c(-c2nnc(-c3ccc(Br)o3)o2)c1

Full records from above.
COc1ccc(Nc2nc(C(C)(C)C)nc3c2nnn3Cc2ccccc2Cl)cc1OC in the list: Rat MKP-3 inhibitors = x; Hsp70 displacement = 3.8%
Cc1ccc(-c2nnn(CC(=O)N(Cc3cccs3)C(C(=O)NC3CCCCC3)c3ccco3)n2)o1 (stereo not given) in the list: Rat MKP-3 inhibitors = x; Hsp70 displacement = -3.2%

From no. 91 to 92, as listed above:
item	Rat MKP-3 inhibitors	Hsp70 displacement	SMILES
91	1%	-0.9%	Cc1ccc(CS(=O)(=O)Cc2ccc(C(=O)NCCCN3CCOCC3)o2)cc1
92	x	-2.9%	CNC(=O)c1[nH]cnc1C(=O)Nc1ccc(C)cc1

A portion of the library; count on the stated rates, not on these rows.
